Assay outcomes from PubChem.
bIAP activator = increases bovine intestinal alkaline phosphatase activity | purified bovine IAP, CDP-star luminescence, 30 min; hits give high values; fold of DMSO-control signal, blank-subtracted | activation factor at 20 µM | 200,000 compounds, 0.17% hits | AID 1016;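 active = activation factor of 2 or more at 20 µM, a signal rise over negative controls twice the positive control's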
bIAP inh = blocks bovine intestinal alkaline phosphatase activity. 190,000 tested, under 10 active. inhibition, % at 20 µM. purified bovine IAP, CDP-star luminescence, 30 min. AID 1019;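 active = over 50% inhibition of intestinal alkaline phosphatase at 20 µM in the single-dose screen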
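test system = bovine IAP enzyme | medium = DEA buffer 100 mM, pH 9.8, with MgCl2 1.0 mM, ZnCl2 0.02 mM | detection = luminescence | dosing = single compound dose of 20 µM, 2% DMSO final | incubation = 30 min reaction at room temperature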
L major viab = reduces viability of Leishmania major promastigotes; resazurin fluorescence viability; inhibition, % at 10 µM; 200,000 compounds, 9% hits; AID 1063; in the data active = inhibition above about 50%;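 also: promastigotes grown with compound for 44 hours at 28 °C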
PMI act = phosphomannose isomerase (human) activation; purified human PMI, coupled resazurin fluorescence, 20 min; hits give high values; 1 = vehicle control, 0 substrate-free wells; activation factor at 20 µM; 190,000 compounds, 0.005% hits; P34949; AID 1214;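 active = activation factor of 2 or more at 20 µM, relative to plate controls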
Target sequence (P34949 whole entry, looked up): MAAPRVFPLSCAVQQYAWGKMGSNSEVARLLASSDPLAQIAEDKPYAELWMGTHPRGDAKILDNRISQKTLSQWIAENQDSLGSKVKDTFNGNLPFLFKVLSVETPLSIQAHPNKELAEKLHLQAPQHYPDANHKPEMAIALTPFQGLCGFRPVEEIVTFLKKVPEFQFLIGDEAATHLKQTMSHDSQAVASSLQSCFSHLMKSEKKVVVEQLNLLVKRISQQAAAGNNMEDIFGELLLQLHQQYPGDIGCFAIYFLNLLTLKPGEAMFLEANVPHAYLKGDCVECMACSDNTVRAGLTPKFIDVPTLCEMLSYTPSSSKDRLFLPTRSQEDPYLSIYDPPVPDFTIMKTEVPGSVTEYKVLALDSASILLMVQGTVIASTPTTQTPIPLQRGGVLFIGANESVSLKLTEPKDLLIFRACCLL
Diaphorase act = counter-screen for diaphorase-based assays: diaphorase activators and chemical reducers | Diaphorase/resazurin coupled assay, resorufin fluorescence, 16 min; hits give high values; 1 = vehicle wells, 0 = NADH-free wells | activation factor at 20 µM | 190,000 compounds, 0.005% hits | AID 1229;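 active = diaphorase activity raised at least twofold by the compound at 20 µM; inactive = activation factor below 2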
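Measured by – red resorufin fluorescence at 544/590 nm excitation/emission · Test system – Clostridium kluyveri diaphorase, purified enzyme · Incubation – reaction time 16 min, room temperature · Buffer or medium – 50 mM HEPES pH 7.4 with 4.542 mM MgCl2, 0.005% Tween 20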
TNAP inh hiacc = TNAP (human) inhibition, high acceptor | P05186 | purified TNAP, CDP-star luminescence, 1 M DEA | inhibition, % at 20 µM | 200,000 compounds, 0.03% hits | AID 1135;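 active = over 50% inhibition of tissue-nonspecific alkaline phosphatase at 20 µM in the single-dose screen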;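 also: plate controls were DMSO wells for no effect and EDTA-quenched wells as full inhibition for full effect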
Target sequence (P05186 whole entry, looked up): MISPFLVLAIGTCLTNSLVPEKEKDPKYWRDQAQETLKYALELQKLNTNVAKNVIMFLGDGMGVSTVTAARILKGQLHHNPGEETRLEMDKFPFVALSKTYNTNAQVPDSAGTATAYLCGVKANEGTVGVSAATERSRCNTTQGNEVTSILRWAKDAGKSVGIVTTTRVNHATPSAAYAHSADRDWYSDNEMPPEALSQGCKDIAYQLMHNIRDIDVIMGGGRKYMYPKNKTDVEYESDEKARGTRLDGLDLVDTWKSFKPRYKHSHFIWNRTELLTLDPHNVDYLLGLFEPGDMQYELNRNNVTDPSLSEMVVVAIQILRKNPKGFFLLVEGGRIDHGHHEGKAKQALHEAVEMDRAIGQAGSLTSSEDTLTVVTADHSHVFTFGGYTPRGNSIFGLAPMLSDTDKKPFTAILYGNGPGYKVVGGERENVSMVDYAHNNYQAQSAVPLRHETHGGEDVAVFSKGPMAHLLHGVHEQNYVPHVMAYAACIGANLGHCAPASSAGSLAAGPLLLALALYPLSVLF
PMI act satM6P = PMI (human) activation, high substrate. P34949. coupled PMI enzyme assay, resazurin fluorescence, 20 min; hits give high values; 1 = untreated enzyme, 0 = substrate-free blank. activation factor at 20 µM. 190,000 compounds, 0.34% hits. AID 1216;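 active = activation factor of 2 or more at 20 µM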
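Test system: Human PMI in coupled enzyme assay | Input: 15 ng/mL PMI | Medium: HEPES-buffered pH 7.4 with magnesium and detergent | Compound: One concentration, 20 µM, in 1% DMSO | Incubation: Enzyme reaction with compound 20 min at room temperature | Detection: Diaphorase-driven resazurin-to-resorufin fluorescence, excitation 544, emission 590 nm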
TNAP inh noacc = inhibitors of human TNAP without phosphate acceptor; P05186; purified TNAP, CDP-star luminescence, 30 min; inhibition, % at 20 µM; 200,000 compounds, 0.26% hits; AID 1012;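 active = tissue-nonspecific alkaline phosphatase inhibition above about 50% at 20 µM in the single-dose screen, limit read from the data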;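 also: 0% = DMSO negative control and 100% = EDTA positive control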
TNAP act hi DEA = increases human TNAP activity under high phosphate acceptor concentration | P05186 | purified TNAP, CDP-star luminescence, 1 M DEA, 30 min; hits give high values; 0 = EDTA background, 1 = DMSO-only activity | activation factor at 20 µM | 200,000 tested, under 10 active | AID 1136;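 active = activation factor at least 2 at 20 µM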
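Measured by: Luminescent substrate turnover signal | Test system: Human TNAP | Input: TNAP 1/800 final | Dosing: 20 µM single point | Schedule: 30 min, room temperature | Controls: EDTA wells as negative control, DMSO wells as positive control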
Diaph inh CS = diaphorase inhibition or chemical oxidation counter-screen. diaphorase resazurin-to-resorufin fluorescence, NADH, 16 min; bacterial (C. kluyveri) enzyme, not human. inhibition, % at 20 µM. 190,000 compounds, 0.69% hits. AID 1217;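 active = primary screen inhibition at 20 µM above a set limit, cut at about 50% in these data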;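 also: plate controls were DMSO with full reaction for no effect and wells lacking NADH for full effect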
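Test system: Clostridium kluyveri diaphorase enzyme / Quantity: diaphorase at 0.14 U/mL in enzyme working solution / Incubation: 16-min room-temperature incubation before reading / Benchmarks: NADH-free wells as positive control, DMSO-only neutral wells / Signal: resorufin fluorescence 544/590 nm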
* marks the source's active call; other numbers are inactive results; x = no result given.

Structure	bIAP activator	bIAP inh	L major viab	PMI act	Diaphorase act	TNAP inh hiacc	PMI act satM6P	TNAP inh noacc	TNAP act hi DEA	Diaph inh CS
Cc1cc(/N=C/C=C2\N(C)c3ccccc3C2(C)C)n(CCC#N)n1	0.8	16	101*	1.1	0.9	3	1	-1	1	9
COc1cccc(-c2cn3nc(C)c(C)nc3n2)c1	1	2	-1	1.6	1.1	-4	2.1*	14	1	-8
Cc1cc(C)c(C#N)c(Oc2ccccc2Br)n1	0.9	7	46	1	0.9	-5	1	-42	1.1	10
O=C(CSc1nccc(=O)[nH]1)Nc1ccc2c(c1)OCCO2	1	-1	-2	1	0.9	-4	1	-26	1	6
COc1ccccc1-c1nnc2sc(COc3ccc(Cl)cc3Cl)nn12	1	2	21	1	1	-6	1	-5	1.1	0
O=C(/C(Br)=C/Nc1cc(Cl)ccc1Cl)C(F)(F)F	1.1	-6	4	1.3	0.8	-7	1.9	-12	1.1	17
CCNC(=O)Nc1ccc(OC)cc1OC	1.1	-5	-3	1.1	1.2	-1	1	-4	1	-15
CC(C)Cn1c(N)c(C=O)c(=O)[nH]c1=O	0.9	6	4	1	0.8	-5	0.9	-7	1.1	16
COc1ccc(-c2cc(C(=O)N3CCOCC3)no2)cc1OC	1	3	0	1	0.9	-3	0.8	-2	1	11
CC(=O)NCCc1nc2ccccc2n1Cc1ccc(C)cc1	1.1	-5	-4	0.9	0.8	-8	0.9	-23	1.1	21
Cc1cc(-c2nn(-c3ccccc3F)cc2CN(C)CC(O)CO)c(C)s1 (centres undefined)	1.3	-30	3	0.9	0.9	-2	0.9	-10	1	10
COc1ccc(-c2cc(C(=O)Nc3ccccc3SC)no2)cc1OC	1	0	-9	1	1	-5	1	2	1	-2
CC(C)CC(=O)CC1(O)C(=O)Nc2ccccc21 (centres undefined)	1	5	-4	1.1	1	-4	1	0	1	2
CCNC(=O)C1CCCN1S(=O)(=O)c1ccc(C)cc1 (centres undefined)	1	-3	-1	1.1	0.9	-2	1.1	-11	1	9
CCCCC(c1nnnn1CCOC)N1CCN(C(=O)c2ccco2)CC1 (centres undefined)	1	0	27	1	0.9	-6	1.2	-15	1.1	6
CCC1SC(CC)C(=O)N(CC(=O)NCCc2ccccc2)C1=O (centres undefined)	1	-2	-7	1.1	1.1	-2	1.1	-6	1	-12
NC1=NC(c2ccc(F)cc2)n2c(nc3ccccc32)N1 (centres undefined)	1.6	-63	-6	1	0.8	-4	0.9	-15	1	18
Cc1occc1-c1nnc(-c2cc([N+](=O)[O-])cc([N+](=O)[O-])c2)o1	1	-4	82*	0.9	1	-2	1	-6	1	4
CC1CCN(CCC(=O)Nc2ccc(Cl)cc2)CC1	1	-1	4	1	0.8	-7	1.1	-8	1.1	25
CNC(=O)c1nnn(Cc2ccccc2)c1NC(=O)C(F)(F)F	1	0	-6	1	1	-2	1.1	-6	1	3
N#Cc1c(NC(=O)Cn2cnc3ccccc3c2=O)oc(-c2ccccc2)c1-c1ccccc1	0.9	11	-5	0.8	0.7	-4	0.8	-10	1	31
O=C(NCc1cccnc1)c1ccc(COc2cccc3ccccc23)o1	0.9	6	6	0.7	0.7	2	0.5	-3	1	28
CC(C)NC(=O)NC(=O)COC(=O)C1CCCN1C(=O)c1cccs1 (centres undefined)	1	-5	-6	1.1	1.1	-4	1.1	25	1	-5
Cc1nn(-c2ccccc2)c2[nH]c(C(F)(F)F)cc(=O)c12	0.9	9	-12	0.9	0.9	6	1	0	0.9	15
CCc1c(C(=O)O)[nH]c2ccc(Br)cc12	0.9	11	-8	1	1	1	1	-5	1	5
C=CCn1c(N)c(S(=O)(=O)c2cccs2)c2nc3ccccc3nc21	0.9	6	5	0.8	0.9	-6	0.9	-5	1.1	8
COC(=O)c1c(=O)n(O)c2ccc(OC)cc2[n+]1[O-]	0.8	21	-8	0.9	0.8	6	0.7	3	0.9	19
O=C(NCc1ccc(F)cc1)c1ccc(N2CCc3ccccc32)c([N+](=O)[O-])c1	0.2	x	92*	0.7	0.8	11	0.8	10	0.9	21
COc1ccc(NC(=O)CN(c2ccccc2)S(=O)(=O)N(C)C)cc1Cl	1.1	-5	9	1	0.3	7	1	-2	0.9	68*
Nc1nc(-c2ccccc2)cc(C(F)(F)F)n1	0.8	25	-5	0.9	0.9	-5	0.9	-15	1	12
CCOC(=O)N1CCN(C(=O)c2ccc(Cl)c(S(=O)(=O)Nc3ccccc3)c2)CC1	1	4	-5	1	0.9	-2	1	1	1	12
CCOC(=O)N(C)S(=O)(=O)c1ccccc1[N+](=O)[O-]	0.9	7	13	1.2	1	-2	1	-7	1	1
CN1c2ccccc2Oc2nnc(Cl)cc21	0.9	9	15	1	0.8	-6	0.9	-13	1.1	21
NC(=O)c1cc(Cl)cn(-c2ccccc2)c1=O	0.9	8	-9	1.2	1	-7	1.1	5	1.1	-2
O=C(NCc1ccccc1)c1onc(CSc2ccc(F)cc2)c1C(=O)NCCCN1CCOCC1	1	0	8	1	0.9	-7	1	-14	1.1	12
CSc1ccccc1NS(=O)(=O)c1ccccc1	1	0	-2	1.2	1.1	-6	1.2	-10	1.1	-7

Entries of single compounds, quoted from the list. Order of values: bIAP activator, bIAP inh, L major viab, PMI act, Diaphorase act, TNAP inh hiacc, PMI act satM6P, TNAP inh noacc, TNAP act hi DEA, Diaph inh CS
COC(=O)c1c(=O)n(O)c2ccc(OC)cc2[n+]1[O-] is listed as 0.8, 21, -8, 0.9, 0.8, 6, 0.7, 3, 0.9, 19
CCOC(=O)N1CCN(C(=O)c2ccc(Cl)c(S(=O)(=O)Nc3ccccc3)c2)CC1 is listed as 1, 4, -5, 1, 0.9, -2, 1, 1, 1, 12
CCc1c(C(=O)O)[nH]c2ccc(Br)cc12 is listed as 0.9, 11, -8, 1, 1, 1, 1, -5, 1, 5
CCOC(=O)N(C)S(=O)(=O)c1ccccc1[N+](=O)[O-] is listed as 0.9, 7, 13, 1.2, 1, -2, 1, -7, 1, 1
O=C(NCc1ccccc1)c1onc(CSc2ccc(F)cc2)c1C(=O)NCCCN1CCOCC1 is listed as 1, 0, 8, 1, 0.9, -7, 1, -14, 1.1, 12

Next section
Structure	bIAP activator	bIAP inh	L major viab	PMI act	Diaphorase act	TNAP inh hiacc	PMI act satM6P	TNAP inh noacc	TNAP act hi DEA	Diaph inh CS
Cc1ccc(-c2nn3c(C)nnc3c3ccccc23)cc1S(=O)(=O)NC(C)(C)CO	1.1	-7	15	1	1	-5	1.1	-7	1	3
COc1ccc(OC)c(NC(=O)CCC(=O)N(Cc2ccc(OC)c(OC)c2)c2nccs2)c1	1	4	-4	0.8	0.7	0	0.6	-3	1	28
O=C(Nc1cccc(F)c1)NC1CC2CCCC(C1)N2C1CC1 (centres undefined)	1	-2	16	1.1	1	-6	1.1	-18	1.1	3
O=C(Nc1nn[nH]n1)C12CC3CC(CC(C3)C1)C2	0.9	12	0	0.9	0.8	-5	0.9	-6	1.1	16
CC(C)[C@H](NC(=O)c1ccccc1F)C(=O)Nc1nc2c(s1)CCCC2	0.7	31	20	1	0.9	-4	1	-12	1	12
CCOC(=O)C1CCC(CN(Cc2ccccc2C)S(=O)(=O)c2ccc([N+](=O)[O-])cc2)CC1 (centres undefined)	1	4	86*	1	0.8	-3	0.9	-6	1	20
Cc1cccc2c1N(CC(=O)OC(C)C)C(=O)C2=O	1	3	-13	0.8	0.7	4	0.8	-2	1	27
O=C(CCc1nnc(-c2ccccc2)o1)NCc1c(F)cccc1F	1	-1	-2	0.9	0.8	-9	0.9	-14	1.1	22
CCc1ccc(NC(=O)CCS(=O)(=O)c2cccc3nsnc23)cc1	0.8	15	20	1	0.8	-2	1.1	-2	1	18
O=c1/c(=C\c2ccc(F)cc2)sc2n1CCCN=2	1	-4	-2	1	0.8	-3	0.9	-10	1	17
O=c1c2ccccc2ncn1Cc1ccc(Cl)cc1	1	-3	-8	1	0.9	-5	1	-8	1	5
CCOC(=O)c1ccc(NC(=O)CSc2nnc(COc3ccccc3)n2C)cc1	1	2	-4	0.8	0.9	-4	0.9	-8	1	12

Some of the entries so far, with values under each structure:
Values run as follows: bIAP activator | bIAP inh | L major viab | PMI act | Diaphorase act | TNAP inh hiacc | PMI act satM6P | TNAP inh noacc | TNAP act hi DEA | Diaph inh CS
O=c1/c(=C\c2ccc(F)cc2)sc2n1CCCN=2
 : 1 | -4 | -2 | 1 | 0.8 | -3 | 0.9 | -10 | 1 | 17
CCOC(=O)c1ccc(NC(=O)CSc2nnc(COc3ccccc3)n2C)cc1
 : 1 | 2 | -4 | 0.8 | 0.9 | -4 | 0.9 | -8 | 1 | 12
O=C(CCc1nnc(-c2ccccc2)o1)NCc1c(F)cccc1F
 : 1 | -1 | -2 | 0.9 | 0.8 | -9 | 0.9 | -14 | 1.1 | 22
